Source: PubChem BioAssay
TLR9-MyD88 block: TLR9-MyD88 interaction inhibition; CHO BLA complementation TLR9-MyD88, CCF4 FRET ratio; inhibition, % at 4.98 µM; 340,000 compounds, 0.21% hits; AID 504734;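 active = inhibition above the mean over all tested compounds plus 3 SD, cut at about 21% in these data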;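 also: 0% = DMSO only wells and 100% = clavulanate BLA inhibitor control wells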
Granule exo inh: blocks lytic granule exocytosis. TALL-104 LAMP-1 surface exposure, flow cytometry; cells stimulated with thapsigargin and PMA. inhibition, % at 10 µM. 360,000 compounds, 0.66% hits. AID 651702;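 active = inhibition above about 55%, limit read from the data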
NOD2-RIPK2 inh: blocks binding of human NOD2 to RIPK2; 360,000 compounds, 0.38% hits; inhibition, % at 4.98 µM; CHO BLA complementation NOD2-RIPK2, CCF4 ratio; in the data active = inhibition above about 21%;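 also: 0% = vehicle only and 100% = reference blocker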
SRC1 inh: inhibitors of human steroid receptor coactivator 1 (SRC1); Q15788; HEK293 GAL4-SRC1 luciferase reporter, luminescence; inhibition, % at 3.6 µM; 360,000 compounds, 0.12% hits;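 active = inhibition above the campaign mean plus 3 SD, with each screening campaign given its own cutoff, cut at about 60% in these data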;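 also: 0% = DMSO treated cells and 100% = gossypol at 36 µM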
SRC2 inh: inhibits human steroid receptor coactivator 2; Q15596; HEK293 GAL4-SRC2 luciferase reporter, luminescence; inhibition, % at 9 µM; 370,000 compounds, 0.17% hits; AID 651957;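 active = inhibition above the mean inhibition of all tested compounds plus 3 SD, set per campaign, cut at about 52% in these data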;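 also: 0% = DMSO treated cells and 100% = cells given Gossypol at 36 µM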
SRC3 inh: human NCOA3 inhibition; HEK293 GAL4-SRC3 luciferase reporter, luminescence; inhibition, % at 3.6 µM; 360,000 compounds, 0.17% hits; AID 588352;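 active = inhibition above a per-campaign cutoff, the mean of all compounds plus 3 SD, cut at about 60% in these data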;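 also: 0% = DMSO-treated cells and 100% = gossypol-treated cells at 36 µM; higher means less SRC3-driven luciferase light from the GAL4 reporter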
TWEAK-Fn14 inh: inhibitors of TWEAK-Fn14 interaction signaling; inhibition, % at 10 µM; TWEAK-stimulated Fn14 reporter cells, luciferase luminescence, 8 h; 360,000 compounds, 2% hits; in the data active = inhibition above about 50%
NR2F2 inh: blocks human COUP-TFII nuclear receptor. AID 686940. 370,000 compounds, 0.7% hits. inhibition, % at 8.6 µM. HEK293T NGFI-A luciferase reporter, luminescence. P24468;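 active = inhibition above a per-plate cutoff, mean inhibition of test wells between control levels plus 3 SD, cut at about 38% in these data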;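 also: cells cotransfected with COUP-TFII expression vector driving the NGFI-A reporter; 0% = median of COUP-TF2 test wells and 100% = reporter-only cells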
Target sequence (P24468 whole entry, looked up): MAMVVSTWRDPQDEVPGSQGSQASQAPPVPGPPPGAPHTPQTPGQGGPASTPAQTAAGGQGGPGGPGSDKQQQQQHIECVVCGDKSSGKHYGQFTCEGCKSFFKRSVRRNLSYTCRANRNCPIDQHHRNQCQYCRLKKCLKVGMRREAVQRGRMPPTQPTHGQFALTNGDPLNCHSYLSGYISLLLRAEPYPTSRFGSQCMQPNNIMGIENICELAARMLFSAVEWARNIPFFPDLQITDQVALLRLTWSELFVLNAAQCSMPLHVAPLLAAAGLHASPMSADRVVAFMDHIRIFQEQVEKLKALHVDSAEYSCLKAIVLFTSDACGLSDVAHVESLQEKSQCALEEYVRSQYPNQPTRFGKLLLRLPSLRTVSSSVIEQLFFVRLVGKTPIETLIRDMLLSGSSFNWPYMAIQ
LRH-1 inv ag: suppresses constitutive activity of human LRH-1; HEK293T StAR-luciferase reporter, LRH-1 transfected, 24 h; inhibition, % at 3.6 µM; O00482; 360,000 compounds, 0.13% hits;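 active = inhibition above the mean inhibition of all tested compounds plus 3 SD, cut at about 73% in these data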;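 also: 0% = DMSO wells and 100% = reporter-only cells lacking LRH-1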
Target sequence (O00482 whole entry, looked up): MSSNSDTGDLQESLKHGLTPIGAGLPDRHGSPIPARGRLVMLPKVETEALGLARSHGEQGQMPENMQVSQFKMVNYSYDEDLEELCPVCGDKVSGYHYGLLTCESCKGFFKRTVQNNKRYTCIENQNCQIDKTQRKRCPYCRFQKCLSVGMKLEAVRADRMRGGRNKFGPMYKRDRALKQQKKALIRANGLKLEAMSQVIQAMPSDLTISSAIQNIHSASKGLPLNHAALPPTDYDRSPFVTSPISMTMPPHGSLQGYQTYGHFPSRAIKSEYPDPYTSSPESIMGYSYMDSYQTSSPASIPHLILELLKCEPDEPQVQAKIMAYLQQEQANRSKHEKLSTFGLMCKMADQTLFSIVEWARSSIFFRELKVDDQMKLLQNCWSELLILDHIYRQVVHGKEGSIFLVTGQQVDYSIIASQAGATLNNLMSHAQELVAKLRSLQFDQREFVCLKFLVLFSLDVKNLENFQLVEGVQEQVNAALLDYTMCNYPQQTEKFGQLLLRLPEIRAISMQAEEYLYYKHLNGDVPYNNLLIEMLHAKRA
TROY NFkB inh: TROY signaling inhibition; Q293 LMP1-TROYcd NF-kB luciferase reporter, 4 h; inhibition, % at 10 µM; 360,000 compounds, 0.98% hits;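 active = compounds whose plate-normalised and pattern-corrected inhibition of the luciferase reporter signal at the single screening dose is 50% or more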
ABHD5 PLIN5 PPI: blocks binding of human ABHD5 to perilipin-5; Split G. princeps luciferase complementation, luminescence, 4 h; inhibition, % at 4 µM; 360,000 compounds, 0.78% hits;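 active = inhibition above the mean inhibition across every tested compound plus 3 SD, cut at about 22% in these data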;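 also: 0% = DMSO only wells and the 100% control is not disclosed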
An asterisk follows results filed as active; . = not tested or not shown; & = joins results of further samples.

Sequence of screens: SRC1 inh, SRC2 inh, NOD2-RIPK2 inh, TLR9-MyD88 block, NR2F2 inh, SRC3 inh, Granule exo inh, TWEAK-Fn14 inh, LRH-1 inv ag, TROY NFkB inh, ABHD5 PLIN5 PPI
(1) CCC/C=C/c1ccc(CN2C(C(C)C)C(=O)N(Cc3cn(CCOCOC)nn3)CCS2(=O)=O)cc1 (stereo not given)
    -47, -5, 2, 3, -8, -3, 3, 5, -11, -7, -10
(2) CN1CCN(c2ccc(CNC(=O)c3ccc4c(c3)OCCO4)cc2)CC1
    -10, 10, 10, 7, -21, 7, 0, -11, 5, -4, 0
(3) Cc1ccc2[nH]c(C(=O)N/N=C/c3ccccc3C(=O)O)c(-c3ccccc3)c2c1
    -9, 3, -3, -9, -14, 6, 1, 5, 8, 1, 1
(4) C=CCc1cc(C)cc(C)c1OCCn1cncn1
    16, 5, 1, -10, -20, 11, 4, -14, -2, 4, 2
(5) COc1cc2nn(-c3ccccc3N)nc2cc1OC
    -93, -66, 4, -14, -51, -74, -6, -31, -56, -41, -2
(6) S=C(NN=Cc1ccccn1)Nc1ccccn1
    -147, -77, 9, 10, -49, -175, -2, 105*, -59, -50, -38
(7) COc1ccc(Cl)cc1NC(=O)C(=O)N/N=C/c1cc(C)n(-c2ccc(C)cc2)c1C
    -2, -53, 3, -3, 2, 4, 2, -35, 18, 0, -2
(8) O=C(NN=Cc1ccccc1O)C(O)(c1ccccc1)c1ccccc1
    4, 1, 7, 1, -1, 19, 9, -3, -15, 3, -1
(9) Cc1nc(C2CC(=O)OC23CCCCC3)cs1 (stereo not given)
    -9, -14, 3, 7, -10, 0, 0, -19, 11, -27, -1
(10) COc1cccc(OCC(O)CN2CCN(c3ccccc3)CC2)c1 (stereo not given)
    8&14, -16&-3, -13&2, -3&3, 10&-13, 16&14, -9&-3, 3&18, -15&12, -28&-6, 7&-4
(11) O=C(c1ccc2ccccc2c1)N1CCc2ccccc21
    -59, -36, -18, 0, -24, -64, 17, -22, -36, -50, 1
(12) CCCCN(Cc1cccs1)S(=O)(=O)c1ccc(-c2ccc(=O)[nH]n2)s1
    -25, -10, -1, 3, 2, -8, 0, -7, -6, -14, 6
(13) Cn1c(SCC(=O)c2ccccc2)nnc1-c1ccc(O)cc1
    -24, -16, -7, 4, -6, -11, -2, -14, -24, -79, -2
(14) COc1ccc(-c2cc(C(=O)NCCCN3CCOCC3)on2)cc1OC
    9, 1, 0, 1, 9, 19, 3, 17, 9, -2, 3
(15) Cn1ccc2c(-c3ccc(C(N)=O)cc3)cc3c(c21)C1CCC3O1 (stereo not given)
    -13, -13, -3, ., -34, -18, -2, 0, -8, 15, 7
(16) O=C(COC(=O)CNC(=O)C1CCCCC1)Nc1cccc(F)c1
    0, -28, -12, 3, -13, 0, 9, -2, 14, -3, 0
(17) O=[N+]([O-])c1cccc(C2=NCCC(c3ccccc3)O2)c1 (stereo not given)
    2, -19, -18, -5, -55, -15, -5, -15, -21, -33, -7
(18) CC(=O)NCCC(=O)Nc1ncc(S(=O)(=O)c2ccc([N+](=O)[O-])cc2)s1
    -26, -21, -2, -2, -1, 1, 10, -4, 18, -5, 10
(19) CCN(CCS(=O)(=O)c1ccc(Cl)cc1)C(=O)Nc1ccccc1
    0, -1, -16, ., -17, 18, -12, 13, 2, -28, 5
(20) CN(C)C(=O)c1c(NC(=O)c2ccco2)sc2c1CCCCC2
    -13, 10, 0, 10, -3, 2, 0, 30, -5, 65*, 1
(21) O=C(CSC1CC(=O)N(CCc2ccccc2)C1=O)Nc1cccc(Cl)c1 (stereo not given)
    -19, -13, -10, 0, 3, -32, 1, -5, -40, -14, -13
(22) COc1ccc(CN(C)C(=O)c2cc(-c3ccccc3)nc3ccc(C)cc23)c(OC)c1OC
    17, 32, -4, -14, 4, 2, 4, 14, -4, 1, 4
(23) Cc1cc(C)c(S(=O)(=O)N2CCCOC2CNC(=O)C(=O)NCc2ccccn2)c(C)c1 (stereo not given)
    -2, 11, -8, -5, 14, 4, 3, 1, -3, 6, 0
(24) Cc1nnc(SC(C)C(=O)NC2CCCc3ccccc32)n1-c1ccccc1 (stereo not given)
    -43, 6, -5, 0, 8, 7, 0, -5, 6, 1, 3
(25) O=C(O)CCS(=O)(=O)c1cc(Br)cc2c1N(C(=O)C1CC1)CC2
    8, -4, -4, -1, 5, 11, 3, -11, 11, -9, -2
(26) Nc1nc(-c2ccccc2)c(-c2ccccc2)s1
    -2, -53, 3, 9, 18, -3, -2, 11, 11, -13, -2
(27) Cc1nnc(SCC(=O)NC2CCCCC2)n1C1CCCCC1
    3, 0, -8, 0, 7, 13, 0, 5, 2, -11, -5
(28) Cc1ccccc1C(=O)Nc1ccc(S(=O)(=O)N2CCN(C)CC2)cc1
    -6, -15, -7, -4, -9, 6, 0, -11, 16, 7, 0
(29) O=C1C(=Cc2ccco2)CCC1=Cc1ccco1
    -10, -16, 3, -5, 9, -14, 0, 49, -16, 2, 37*
(30) COc1ccccc1N1CCN(C(=O)c2ccccc2SCC(=O)N2CCCC2)CC1
    -41, -1, -5, 1, 7, 5, -1, 6, -5, -11, -4

Reformatted field by field: entries from further up
12: CCCCN(Cc1cccs1)S(=O)(=O)c1ccc(-c2ccc(=O)[nH]n2)s1
  SRC1 inh: -25; SRC2 inh: -10; NOD2-RIPK2 inh: -1; TLR9-MyD88 block: 3; NR2F2 inh: 2; SRC3 inh: -8; Granule exo inh: 0; TWEAK-Fn14 inh: -7; LRH-1 inv ag: -6; TROY NFkB inh: -14; ABHD5 PLIN5 PPI: 6
27: Cc1nnc(SCC(=O)NC2CCCCC2)n1C1CCCCC1
  SRC1 inh: 3; SRC2 inh: 0; NOD2-RIPK2 inh: -8; TLR9-MyD88 block: 0; NR2F2 inh: 7; SRC3 inh: 13; Granule exo inh: 0; TWEAK-Fn14 inh: 5; LRH-1 inv ag: 2; TROY NFkB inh: -11; ABHD5 PLIN5 PPI: -5

The list goes on.
Sequence of screens: SRC1 inh, SRC2 inh, NOD2-RIPK2 inh, TLR9-MyD88 block, NR2F2 inh, SRC3 inh, Granule exo inh, TWEAK-Fn14 inh, LRH-1 inv ag, TROY NFkB inh, ABHD5 PLIN5 PPI
(31) CCOC(=O)c1c(S(=O)(=O)N2CCCC2)c(C)n(C)c1C
    5, -10, -10, -1, 4, 11, -7, -1, -5, -22, 9
(32) O=C(OCN1C(=O)c2ccccc2C1=O)c1ccco1
    -15, -3, -8, 1, -3, -13, -7, -6, -20, 0, 2
(33) N#CCCCCN1c2cccc3cccc(c23)S1(=O)=O
    5, -7, -2, -1, 10, 11, -1, -5, 6, 9, 2
(34) Clc1cccc(CSc2nnc(-c3ccccn3)n2Cc2ccco2)c1
    7, -1, 4, 4, -4, -8, 37, -13, 2, 3, 23*
(35) COc1ccc(Br)cc1[C@H]1[C@H]2C=CC[C@@H](C)[C@@H]2C(=O)N1Cc1ccccc1
    -1, 18, -22, -2, -15, -13, -6, 8, -1, 16, -1
(36) CCCNC(=O)C1CCN(S(=O)(=O)c2ccc3[nH]c(=O)ccc3c2)CC1
    -8, -2, -12, -3, 25, -8, 4, 8, -25, -2, -7
(37) CCNC(=O)NC(=O)C(C)OC(=O)Cc1coc2cc3c(cc12)CCC3 (stereo not given)
    -16, 11, -8, 2, -4, 19, -8, 3, 13, 20, -4
(38) CCN1CCN(c2nc3sc4c(c3c(=O)n2-c2ccc(OC)cc2)CCCCC4)CC1
    -19, 7, -11, -4, 8, -5, 9, -4, 2, -5, 1
(39) COc1ccncc1-c1ccc(C2=CC(=O)CC(C)(C)C2=O)cc1
    -31, -27, -9, -2, 2, -80, 1, -12, -46, -49, 8
(40) COc1ccc(-n2ccnc2SCC(=O)NCc2ccco2)c(OC)c1
    -9, 13, 3, 2, -13, 13, -2, 6, 0, -19, 4
(41) CC(C)c1c(O)nc(SCC(=O)Nc2ccc3c(c2)CCC3)[nH]c1=O
    -4, 13, 4, -2, -18, 3, 2, 7, 40, -5, -2
(42) O=C(NCCN1CCC(n2c(=O)[nH]c3ccccc32)CC1)c1ccc(Cl)cc1Cl
    ., 2, -1, ., 13, ., 1, 7, 22, 21, 5
(43) CC(NC(=O)COC(=O)c1cc(=O)c2ccccc2o1)c1ccccc1 (stereo not given)
    -15, 10, -22, 5, -4, -2, -17, 1, -1, -4, -3
(44) CC(=O)Nc1ccc(OCCC[n+]2ccccc2)cc1
    -7, -5, 6, 3, -12, 3, 0, 13, 1, 12, -2
(45) Cc1ccc(N/N=C(\C#N)C(=N)N2CCCCC2)cc1
    -90, -77, -4, 4, -45, -69, 1, 21, -113, 29, 2
(46) CNc1ccccc1C(=O)OCC(=O)c1ccccc1
    -69, ., 1, -7, ., -62, -1, -20, -100, -81, -17
(47) COc1ccccc1NC(=O)COC(=O)c1c[nH]c2ccccc12
    6, 18, -7, -9, -1, -3, 4, 15, -4, 8, -9
(48) CCOC(=O)N1CCN(c2ncc(C(F)(F)F)cc2Cl)CC1
    21, 14, -2, -8, -18, 13, 0, -31, -3, 5, 15
(49) COc1ccc(OC)c(CCNC(=O)Cn2ccc3cc(S(=O)(=O)N4CCCC4)ccc32)c1
    12, -20, -4, 2, 12, 4, 1, 2, 19, -15, -1
(50) Nc1nc(CN2CCN(Cc3ccccc3)CC2)nc(N2CCCc3ccccc32)n1
    -5, -10, -9, -8, 8, 15, -11, 5, 2, 11, -5
(51) Cn1ccc2c(N3c4ccccc4CCc4ccccc43)cc3c(c21)C1CCC3C1 (stereo not given)
    1, 11, -2, ., 13, 2, -2, 33, -3, 19, -5
(52) COc1ccc(CNC(=O)C(=O)NCCC2CCCCN2S(=O)(=O)c2ccccc2)cc1 (stereo not given)
    4, 5, -10, -6, 1, -11, -3, -4, 12, 15, -6
(53) CCOCCCNC(=O)c1cn(CC(C)C)c(=O)c2c1c1ccccc1n2C
    -21, -13, -4, -14, -23, 2, 9, -5, 1, -2, -12

Rewritten as labelled records: part of the list above
18	CC(=O)NCCC(=O)Nc1ncc(S(=O)(=O)c2ccc([N+](=O)[O-])cc2)s1
  SRC1 inh: -26	SRC2 inh: -21	NOD2-RIPK2 inh: -2	TLR9-MyD88 block: -2	NR2F2 inh: -1	SRC3 inh: 1	Granule exo inh: 10	TWEAK-Fn14 inh: -4	LRH-1 inv ag: 18	TROY NFkB inh: -5	ABHD5 PLIN5 PPI: 10

19	CCN(CCS(=O)(=O)c1ccc(Cl)cc1)C(=O)Nc1ccccc1
  SRC1 inh: 0	SRC2 inh: -1	NOD2-RIPK2 inh: -16	TLR9-MyD88 block: .	NR2F2 inh: -17	SRC3 inh: 18	Granule exo inh: -12	TWEAK-Fn14 inh: 13	LRH-1 inv ag: 2	TROY NFkB inh: -28	ABHD5 PLIN5 PPI: 5

20	CN(C)C(=O)c1c(NC(=O)c2ccco2)sc2c1CCCCC2
  SRC1 inh: -13	SRC2 inh: 10	NOD2-RIPK2 inh: 0	TLR9-MyD88 block: 10	NR2F2 inh: -3	SRC3 inh: 2	Granule exo inh: 0	TWEAK-Fn14 inh: 30	LRH-1 inv ag: -5	TROY NFkB inh: 65*	ABHD5 PLIN5 PPI: 1

An excerpt; count on the stated rates, not on these rows.
